12-hLO inh: qHTS Assay for Inhibitors of 12-hLO (12-human lipoxygenase) | Polyunsaturated fatty acid lipoxygenase ALOX12 (Homo sapiens), P18054 | purified 12-hLO, xylenol orange hydroperoxide absorbance | Potency, µM (top dose mostly 57.1 µM), for the others: at the top dose activity change, negative = inhibition, usual class: inhibitors | 0.12% of 150,000 active; further: potency means the concentration at half of the fitted maximal effect; nearly all actives have a fitted effect of over 55% in size; many of its hits are not listed in these tables
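150 nM 12hLO, 25 mM Hepes pH 7.0 + 0.01% Triton X-100; cpd preinc 15 min RT; 40 uM arachidonic acid, 30 min RT; Fe-XO 30 min; A573/A405 ratio as read-out.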
IMPase inh: qHTS Assay for Identifying the Cell-Membrane Permeable IMPase Inhibitors; Inositol monophosphatase 1 (Rattus norvegicus), P97697; CHO-M1 cells, IP1 accumulation, HTRF TR-FRET ratio; inhibition (IP1 accumulation), % at 46.1 µM; 120,000 tested, under 10 active; active means well fitted curve in the direction sought with a large enough effect in the signal ratio, not every such curve was filed as active; inconclusive means small, poorly fitted or top-dose-only effect, or a change in a side signal; inactive means no such curve, though single readings can be large or run the other way; the % refers to the signal ratio;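 further: cells stimulated with carbachol in lithium chloride buffer; plate controls were DMSO basal wells for no effect and reference inhibitor wells for full effect; higher means more IMPase inhibition seen as more IP1 and lower FRET ratio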
Target sequence (P97697 whole entry, looked up): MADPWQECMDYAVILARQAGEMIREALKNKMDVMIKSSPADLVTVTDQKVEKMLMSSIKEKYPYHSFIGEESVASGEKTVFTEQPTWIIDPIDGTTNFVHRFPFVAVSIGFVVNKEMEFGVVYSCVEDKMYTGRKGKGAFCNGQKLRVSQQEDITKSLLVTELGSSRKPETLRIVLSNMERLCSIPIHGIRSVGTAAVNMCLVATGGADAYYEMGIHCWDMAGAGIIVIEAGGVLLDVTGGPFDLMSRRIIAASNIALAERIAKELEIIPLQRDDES
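Carbachol-driven Gq signalling in CHO-M1 cells (2000/well) generates IP1. Compounds that block IMPase raise IP1 and so reduce the FRET signal from Eu-anti-IP1 and d2-IP1 after a 10 min room-temperature lysis.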
ALOX15B inhib: qHTS Assay for Inhibitors of 15-hLO-2 (15-human lipoxygenase 2) | Polyunsaturated fatty acid lipoxygenase ALOX15B (Homo sapiens), O15296 | purified 15hLO-2, xylenol orange hydroperoxide absorbance | Potency, µM (doses to about 57.1 µM), inactives show at the highest dose activity change, negative = inhibition, hits mostly inhibitors | 0.56% of 110,000 active | AID 881, 2007; further: potency means the concentration at half of the fitted maximal effect; nearly all actives have a fitted effect of over 60% in size; many of its hits are not listed in these tables
Target sequence (O15296 whole entry, looked up): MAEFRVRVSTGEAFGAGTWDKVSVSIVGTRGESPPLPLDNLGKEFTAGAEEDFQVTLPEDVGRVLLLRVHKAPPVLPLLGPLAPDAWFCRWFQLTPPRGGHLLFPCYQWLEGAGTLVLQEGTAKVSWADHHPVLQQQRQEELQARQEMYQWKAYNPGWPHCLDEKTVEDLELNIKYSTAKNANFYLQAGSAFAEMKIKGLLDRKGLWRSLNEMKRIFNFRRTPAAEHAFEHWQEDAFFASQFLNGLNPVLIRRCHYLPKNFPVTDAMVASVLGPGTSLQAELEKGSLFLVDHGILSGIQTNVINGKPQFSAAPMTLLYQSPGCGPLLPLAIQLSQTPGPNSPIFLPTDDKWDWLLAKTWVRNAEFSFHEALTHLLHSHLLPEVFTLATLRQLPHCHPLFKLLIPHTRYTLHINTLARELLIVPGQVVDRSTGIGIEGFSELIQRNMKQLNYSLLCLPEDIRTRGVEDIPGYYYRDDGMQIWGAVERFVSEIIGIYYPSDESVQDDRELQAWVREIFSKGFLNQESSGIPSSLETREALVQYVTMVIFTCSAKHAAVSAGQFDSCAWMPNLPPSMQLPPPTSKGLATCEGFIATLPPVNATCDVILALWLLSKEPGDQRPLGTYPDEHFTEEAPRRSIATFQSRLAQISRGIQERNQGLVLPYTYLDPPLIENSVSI
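Enzyme 50 nM, AA 45 uM, 25 mM Hepes pH 7.5 + 0.01% Triton X-100; cpd preinc 15 min RT, rxn 90 min RT; stop/detect with 200 uM XO + 300 uM Fe(II) in 50 mM H2SO4, 30 min; A573/A405.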
PNC inhibitor: High Content Assay for Compounds that inhibit the Assembly of the Perinucleolar Compartment. PC3M PTB-GFP, PNC prevalence imaging, 16 h; active compounds read low. 3.1% of 140,000 active. AID 2417, 2010. activity change (PNC), negative = inhibition, % at 10 µM;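 active means readout at or below -70, meaning at least 70% loss of cells showing the perinucleolar compartment, a nuclear body marking cancer cells; inconclusive means readout between -30 and a set limit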;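 further: plate controls were DMSO wells for no effect and camptothecin positive control wells for full effect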
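Read-out is percentage of cells bearing a perinucleolar compartment, from automated 20x imaging of fixed, Hoechst-stained PC3M PTB-GFP cells. Cells were seeded 4 h, then exposed 16 h to compound (23 nl of library stock) in duplicate plates.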
* hit, by the source's call; ? = inconclusive; nt = not tested or not shown; & = joins results of further samples; [ ] = dose if it differs, or a comment. Unless noted, the call rests on the fitted dose curve; in most records, active means well fitted curve in the direction sought with a large enough effect; inconclusive means small, poorly fitted or top-dose-only effect, or another doubt; inactive means no such curve, though single readings can be large; an effect the other way counts as inactive or inconclusive. Unless noted, on the % scale 0 is the no-effect control and ±100 the full control effect.

canonical_smiles	12-hLO inh	IMPase inh	ALOX15B inhib	PNC inhibitor
COc1ccc(/C=C2/SC(=S)N(n3c(C)ccc3C)C2=O)cc1	-20.3%	-5.3	-16.9%	2.3
CCOc1cc(NC(=S)NCC2CCCO2)c(OCC)cc1NC(=O)c1ccccc1C (stereo not given)	?	7.3	?	44.1
Cc1nn(C)c(C(=O)NCc2ccc(Cl)cc2)c1Cl	3.1%	nt	nt	-18.3
O=C(Nc1ccccc1C(=O)N1CCOCC1)C1CC(=O)N(C2CCCC2)C1 (stereo not given)	-4.2%	-9.5	2.4%	72.5
O=C(NNC(=O)c1cccnc1)Nc1cccc2ccccc12	7.8%	1.1	-15.6%	16.6
COc1ccc(C2C(C(=O)NCCN3CCOCC3)c3ccccc3C(=O)N2C)cc1OC (stereo not given)	-5.6%	?	7.0%	-4.7
CCNc1nc(NC#N)nc(SCC(=O)OCC)n1	-3.9%	-1.4	-0.6%	-5.3
CCCCn1c(SCn2nnc3ccccc3c2=O)nc2cc(C(=O)OC)ccc2c1=O	1.6%	8.0	-6.0%	39.8
COc1cc(Br)c(C(C)NC(=O)c2cccc(Br)c2)cc1OC (stereo not given)	-2.6%	2.6	16.4%	-17.4
COc1ccc(CCNC(=O)CN2CCC(C)CC2)cc1OC	-12.9%	-1.1	-13.5%	29.2
Cc1nc(-c2cccc(N)c2)cs1	4.3%	-2.3	-3.5%	-19.7
O=C(COC(=O)/C=C/c1ccc2c(c1)OCO2)NC1CC1	-3.5%	nt	nt	1.8
O=C(/C=C/c1ccccc1Cl)NCCc1ccc(F)cc1	-9.4%	nt	nt	4.9
CC(Sc1ccccn1)C(=O)Nc1ccccc1 (stereo not given)	-7.1%	-4.6	-1.3%	?
Cc1ccc(C2NC(c3ccc(C)cc3)C(C)C(=NO)C2C)cc1 (stereo not given)	-15.8%	8.7	-23.2%	1.9
C=CCNc1sc(C(=O)c2ccc(Br)s2)c(N)c1C#N	0.1%	-10.6	-10.1%	11.4
COc1ccc(N2Cc3ccccc3C2=NC(=O)c2cccc([N+](=O)[O-])c2)cc1	0.8%	2.8	nt	-13.7
CCn1c(SCc2nnc(-c3ccccc3)o2)nnc1-c1ccc(S(=O)(=O)N2CCCC2)cc1	5.0%	6.8	70.9%[activator]	?
COCC(C)NC(=O)Cc1ccc(F)cc1 (stereo not given)	0.7%	nt	nt	17.9
CC1=C(C(=O)N2CCCCC2)C2(CCC(C)CC2)OC1=O (stereo not given)	-1.0%	-7.7	nt	-13.1
CCOc1ccc2nc(NC(=O)COC)sc2c1	-4.7%	14.8	14.5%	-22.1
COc1ccc(-c2nc(-c3ccccc3)c(-c3cc([N+](=O)[O-])ccc3C)[nH]2)cc1O	-24.0%	12.1	29.1%	?
CC(=O)NCCn1ccc2ccccc21	-1.6%	7.9	-4.2%	-10.9
O=C(Nc1ccccc1C(=O)NCc1cccnc1)c1ccc(Cl)cc1Cl	-1.0%	nt	nt	?
O=C(c1ccc(C#CC2(O)CCCCC2)cc1)N1CCN(C(c2ccccc2)c2ccccc2)CC1	4.8%	9.8	3.3%	9.7
Fc1ccccc1-c1nc(N2CCCCC2)c2ccccc2n1	-1.4%	-2.8	nt	?
CCCc1nnc(-c2ccc(OC)cc2)o1	1.2%	nt	nt	?
CCOC(=O)C(C)Oc1ccc(C2NC(=O)NC(C)=C2C(C)=O)cc1Br (stereo not given)	-1.6%	3.9	1.4%	21.8
CS(=O)(=O)c1ccc(-c2cc(Br)sc2-c2ccc(F)cc2)cc1	0.1%	4.3	13.4%	nt
Cc1nc(N2C(=O)C(=O)/C(=C(/O)c3ccccc3)C2c2ccco2)sc1C (stereo not given)	9.1%	-6.6	-22.7%	16.1

Other records
canonical_smiles	12-hLO inh	IMPase inh	ALOX15B inhib	PNC inhibitor
CCOC(=O)N1CCN(C(=O)CCn2nc(-c3ccccc3)ccc2=O)CC1	0.4%	-0.4	-0.8%	-19.0
CCOC(=O)CCn1c2nc(C)cc(C)c2c(=O)n1-c1ccccc1	4.4%	-9.7	-2.6%	?
CC(=O)N1[C@H](Cc2ccccc2)C=C[C@]1(C)C(=O)NCc1ccc(C)o1	-2.2%&-0.1%	nt	-28.8%	24.5
O=C1CC(N2CCCc3ccccc32)C(=O)N1c1ccccc1 (stereo not given)	5.5%	-6.9	-24.8%	23.8
COc1cc2c(cc1NC(=O)c1cccc(S(=O)(=O)N(C)C)c1)oc1ccccc12	-2.4%	nt	nt	-107.1*
O=C(c1ccc(S(=O)(=O)N2CCOCC2)cc1)N(c1ccc(F)cc1)C1C=CS(=O)(=O)C1 (stereo not given)	0.1%	2.6	5.1%	4.4
O=C(c1cnccn1)N1CCN(C/C=C/c2ccccc2)CC1	-3.0%	4.9	1.6%	16.8
Cc1ccc(-c2cccc([C@H]3[C@@H]4C=CC[C@@H](C)[C@@H]4C(=O)N3Cc3ccccc3)c2)cc1	-1.5%[0.00818 µM]	nt	17.8%[0.0915 µM]	nt
CC(=O)c1coc2ccc(OCC(=O)O)cc12	-0.8%	nt	nt	-29.5
Cc1c(NC(=O)c2cc(-c3ccc(Cl)s3)nc3ccccc23)c(=O)n(-c2ccccc2)n1C	-10.8%	-0.3	2.3%	-20.2
C=CCNCCCOc1ccc(C)cc1Br	1.5%	nt	nt	?
Cn1c(SCCOc2ccc(Cl)cc2)nnc1-c1ccncc1	-1.5%	2.3	2.8%	0.7
CCCc1cc(C(=O)Nc2sc3c(c2C#N)CCC3)no1	-6.9%	7.6	nt	39.6
COc1ccc(NC(=O)C(=O)NCc2ccncc2)c(OC)c1	0.7%	13.1	1.7%	-14.0
CCN(CC)CCCCn1c(-c2ccccc2)nc2c(Nc3ccccc3)nc(C)nc21	-1.0%	nt	3.8%	nt
Cc1ccc(-c2ccc(S(=O)(=O)N3CCN(C)CC3)cc2)cc1	6.4%	-7.4	26.1%	-0.1
CC(C)OC(=O)c1cccc(-c2ccc(C=O)o2)c1	-2.9%	nt	nt	-108.0*
COc1ccc(CCNC(=O)c2cnc3scc(C)n3c2=O)cc1OC	5.4%	-4.3	nt	39.3
O=C(c1cc(=O)c2ccccc2o1)N1CCCc2ccccc21	-5.4%	9.7	-9.3%	?
O=C(NC(=S)Nc1cc(C(F)(F)F)ccc1N1CCOCC1)c1sc2ccccc2c1Cl	-5.9%	-9.4	nt	18.4
COc1ccc(OC(=O)c2cnn(-c3ccccc3)c2C)cc1	-2.6%	0.2	-5.4%	19.0
CCn1c(SCC(=O)Nc2nnc(C)s2)nnc1-c1ccco1	-6.5%	-0.2	3.8%	8.1
Nc1nc2ccc(Oc3ccccc3)cc2s1	-0.2%	1.9	12.4%	-6.8
CCN1CCCC(OC(=O)C(c2ccccc2)c2ccccc2)C1 (stereo not given)	-1.8%	nt	18.7%	nt
NCc1ccccc1CC(=O)N[C@@H]1C(=O)N2C(C(=O)O)=C(CSc3nnnn3CC(=O)O)CS[C@@H]12	-4.3%[25.6 µM]	-7.4[20.6 µM]	21.1%[25.6 µM]	nt
COc1c(S(=O)(=O)NCCN2CCOCC2)ccc(Cl)c1Cl	5.9%	5.3	-1.7%	11.8
CCOC(=O)c1sc2cc([N+](=O)[O-])cc(SCC(C)C)c2c1N	-2.0%	-10.4	0.3%	-24.6
C=CCOC(=O)C1C(=O)CC(C)(O)C(C(=O)OCC=C)C1c1ccc(OCC)cc1 (stereo not given)	-3.6%	5.2	3.3%	?
CCCCCC(=O)Nc1cc2[nH]c(=O)cc(COC)c2cc1C	6.2%	4.7	nt	?
NNC(=O)c1ccc(COc2ccccc2)cc1	4.5%	3.4	nt	-8.4

Continuation.
| structure | 12-hLO inh | IMPase inh | ALOX15B inhib | PNC inhibitor |
| --- | --- | --- | --- | --- |
| c1ccc(-c2nc(C3CCCCC3)no2)cc1 | 2.3% | -3.6 | -6.9% | -7.0 |
| Clc1cccc(Cl)c1Cn1c(-c2cccnc2Cl)nc2ccccc21 | 0.2% | 5.7 | -0.2% | 5.4 |
| O=CNCCCc1nc2ccccc2n1Cc1cccc2ccccc12 | 9.5% | 4.1 | 10.0% | 0.2 |
| CC[N+](CC)(CCNC(=O)C(=O)NCC[N+](CC)(CC)Cc1ccccc1Cl)Cc1ccccc1Cl | -3.8% | 13.5 | 22.6% | nt |
| Cc1cc(C)n(CCc2nc(-c3ccc(C(C)(C)C)cc3)cs2)n1 | -3.5% | 6.8 | nt | 24.6 |
| Cc1oc2c(c1C(=O)NCc1cc(C(=O)O)co1)CCCC2 | 0.6% | ? | -2.6% | 8.2 |
| Cc1cnc(C(=O)OCC(=O)NC2CCCCC2)cn1 | -3.5% | ? | -7.0% | ? |
| CCCCOCP(=O)(CC)COCCCC | 4.7% | 12.1 | 0.1% | -1.9 |
| COCCCNC(=O)C1CC(=O)N(Cc2ccc(OC)cc2)C1 (stereo not given) | 5.2% | -6.5 | -0.2% | -1.8 |
| CCN(C(=O)C1CCCCC1)c1nnc(-c2cccnc2)s1 | -5.9% | -3.4 | -10.8% | -9.2 |

Reformatted with two lines to a compound: entries from further up.
Order of results: 12-hLO inh | IMPase inh | ALOX15B inhib | PNC inhibitor
COc1ccc(CCNC(=O)c2cnc3scc(C)n3c2=O)cc1OC
 : 5.4% | -4.3 | nt | 39.3
O=C(c1cc(=O)c2ccccc2o1)N1CCCc2ccccc21
 : -5.4% | 9.7 | -9.3% | ?
O=C(NC(=S)Nc1cc(C(F)(F)F)ccc1N1CCOCC1)c1sc2ccccc2c1Cl
 : -5.9% | -9.4 | nt | 18.4
COc1ccc(OC(=O)c2cnn(-c3ccccc3)c2C)cc1
 : -2.6% | 0.2 | -5.4% | 19.0
CCn1c(SCC(=O)Nc2nnc(C)s2)nnc1-c1ccco1
 : -6.5% | -0.2 | 3.8% | 8.1
Nc1nc2ccc(Oc3ccccc3)cc2s1
 : -0.2% | 1.9 | 12.4% | -6.8

The list goes on:
| structure | 12-hLO inh | IMPase inh | ALOX15B inhib | PNC inhibitor |
| --- | --- | --- | --- | --- |
| C=CCc1ccc(OCCOCCOc2ccccc2[N+](=O)[O-])c(OC)c1 | -7.2% | 0.6 | 6.1% | -24.9 |
| CCOC(=O)N1CCC(NS(=O)(=O)c2ccc3c(c2)CCN3C(C)=O)CC1 | -0.6% | -0.7 | -2.8% | ? |
| Cn1c(C(=O)N2CCCc3ccccc32)cc2sccc21 | -21.8% | -6.2 | -15.2% | -7.5 |
| CC(=O)NC(C)C(=O)OCC(=O)c1ccc(Cl)s1 (stereo not given) | -1.7% | -14.8 | -5.3% | ? |
| O=Cc1ccc(OC(=O)c2cc(Cl)nc3ccccc23)cc1 | -1.7% | nt | nt | -10.7 |
| Cn1c(=O)c(-c2ccc(F)cc2)nc2cnc(Oc3ccccc3)nc21 | -3.5% | nt | -8.2% | nt |
| CCOc1ccc(-c2cc(CCCC(=O)NCCc3ccccc3)no2)cc1 | -2.1% | 8.3 | 1.9% | 11.9 |
| CCN(CC#CCC1(O)c2ccccc2-c2ccccc21)CCO | -1.7% | -0.7 | 0.0% | 37.1 |
| O=c1c2ccccc2nc(SCc2nnc(-c3ccccc3Br)o2)n1-c1ccccc1 | -5.8% | 14.4 | nt | 11.5 |

Screens deposited in PubChem by National Center for Advancing Translational Sciences (NCATS).

An excerpt, so the mix of outcomes need not match the whole.
